LGR2 inh: Drosophila LGR2 receptor signaling inhibition; HEK293 LGR2, CRE-luciferase, bursicon-stimulated, 4 h; inhibition, % at 9.99 µM; 380,000 compounds, 0.35% hits; AID 720647;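 active means drop in luminescence signal, shown as inhibition above about 50% in the replicate tests, limit read from the data, passing the limit was not always enough; inconclusive means probably only some replicates passing the limit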;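 further: agonist challenge used bursicon conditioned medium at about half maximal strength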
PGC1a acetyl inh: modulators of PGC1a acetylation | inhibition, % at 15.6 µM | 350,000 compounds, 0.17% hits | U2OS PGC1a acetylation, AlphaScreen anti-acetyl-lysine; with virally co-expressed GCN5 acetyltransferase;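 active means every replicate shows inhibition of at least 40%; inconclusive means mean inhibition at least 40% but some replicate below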;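 further: 0% = neutral control wells and 100% = positive control wells; some results beyond the cut were filed as inactive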
miR-122 sensor: blocks miR-122 activity in Huh7 sensor cells; 340,000 compounds, 0.3% hits; Huh7 miR-122 Renilla luciferase sensor, 48 h; neutral wells = 0, positive control = 100; activation (reporter increase), % at 12.5 µM;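 active means mean replicate activation score at least 90 and every replicate individually at or above 90; inconclusive means only one of the two criteria met; inactive means neither criterion met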;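 further: higher luciferase means less miR-122 activity so hits act as miR-122 inhibitors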
CASP6 VEID inh: caspase-6 (human) enzyme inhibition; 350,000 compounds, 0.53% hits; P55212; purified caspase-6, Z-VEID-R110 cleavage fluorescence; inhibition, % at 12.5 µM;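 active means mean inhibition across replicates at least about 35%, with every replicate also reaching that limit, limit read from the data; inconclusive means only one of the two criteria met; inactive means neither criterion met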;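 further: 0% = median of neutral control wells and 100% = no fluorescence left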
Target sequence (P55212 24-179 limits assumed): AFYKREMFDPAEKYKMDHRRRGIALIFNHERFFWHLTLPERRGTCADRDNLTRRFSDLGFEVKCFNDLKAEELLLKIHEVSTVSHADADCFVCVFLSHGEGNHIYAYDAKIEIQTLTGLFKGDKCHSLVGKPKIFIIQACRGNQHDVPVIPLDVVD
Target sequence (P55212 194-293 limits assumed): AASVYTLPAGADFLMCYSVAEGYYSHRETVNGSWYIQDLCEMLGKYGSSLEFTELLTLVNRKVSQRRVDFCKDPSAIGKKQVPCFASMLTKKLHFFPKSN
FN deposit inh: fibronectin deposition inhibition. inhibition, % at 12.6 µM. AH1F fibroblasts, Alexa488-fibronectin deposition fluorescence, overnight. 350,000 compounds, 0.086% hits;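 active means mean inhibition across replicates of 30% or more, regardless of how many single replicates reach that level; inconclusive means mean under 30% yet at least half of replicates reach 30%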;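 further: positive control wells lacked labelled fibronectin entirely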
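Assay system: AH1F fibroblasts assembling fluorescent fibronectin matrix; Amount: 10000 AH1F cells per well; Buffer or medium: DMEM, 2% serum; Probe or stimulus: Alexa488-fibronectin, 24 nM final in well; Doses: single compound dose, delivered by pin transfer; Incubation: 1 h adhesion, overnight exposure; Measured by: fluorescence 485/525 nm; Read-out: fibronectin deposition inhibition.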
EWS-Fli block: inhibitors of EWS/Fli oncoprotein transcriptional activity | 350,000 compounds, 0.67% hits | inhibition, % at 12.6 µM | AID 651661 | A673 NR0B1-luciferase reporter, viability-normalised;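 active means mean inhibition of at least 50% after viability correction, with every replicate also passing that limit; inconclusive means mean reaches 50% but only one of two replicates passes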;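 further: firefly luciferase signal divided by Alamar Blue viability fluorescence both relative to DMSO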
PAX8 reporter: inhibitors of PAX8 transcriptional activity in RMG-I cells | 360,000 compounds, 1.2% hits | RMG-I TPO-luciferase reporter, SteadyGlo, 24 h | AID 652154 | inhibition, % at 12.6 µM;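 active means mean replicate inhibition at least 60% with every replicate also reaching 60%; inconclusive means only one of the two criteria is met; inactive means mean below 60% and not all replicates reaching 60%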;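 further: luciferase light reporting Pax8 driven TPO promoter activity; plate controls were median of neutral control wells for no effect and mitoxantrone controls for full effect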
Cneo AK release: Cryptococcus neoformans lysis via adenylate kinase release; C. neoformans lysis, adenylate kinase release luminescence, 4 h; normalised: neutral wells 0, clomiphene wells 100; lysis activity, % at 15 µM; 360,000 compounds, 0.2% hits; AID 651654;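 active means mean lysis activity across replicates of at least 80%, whatever share of replicates individually reach that level; inactive means mean lysis activity below 80%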
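Material: C. neoformans cells; Schedule: 4 h static compound exposure, 37 °C, read 1 h post-reagent; Measured by: adenylate kinase release luminescence; Read-out: signal increase indicating cell lysis; Controls: Clomiphene as positive lysis control.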
* hit, by the source's call; ? = inconclusive; . = no result given; [ ] = remark or other dose.

Structure	LGR2 inh	PGC1a acetyl inh	miR-122 sensor	CASP6 VEID inh	FN deposit inh	EWS-Fli block	PAX8 reporter	Cneo AK release
COCCN1C(=O)N[C@@H](c2ccccc2)[C@H](C(=O)OC)[C@H]1C	8	.	.	-2	-7	-16	9	-1
Cc1ccc(C(=O)N/N=C(\CC(C)C)c2ccccc2)cc1	-9	0	4	-1	-4	-5	-15	2
Cc1ccc(NC(=O)c2c(C)noc2-c2snnc2C)cc1	.	-6	.	2	2	14	18	.
CC(=O)/C=C(\C)Nc1ccccc1O	-14	-5	.	4	7	-1	13	7
CN1C(=O)c2cc(NC(=O)c3cccc(C(F)(F)F)c3)ccc2OC[C@@H]2O[C@H](CC(=O)NCCN3CCCC3)CC[C@H]21	20	-2	15[16.7 µM]	-1	-3	-2	-1	-4
C[C@@H]1CCCCO[C@@H](CN(C)S(=O)(=O)c2cccs2)[C@H](C)CN([C@@H](C)CO)C(=O)c2cc(NC(=O)c3ccncc3)ccc2O1	-21	3	9[16.7 µM]	-2	-2	12	-11	-8
COc1ccc(CC(=O)Nc2cccc(C(=O)Nc3ccccc3C(=O)O)c2)cc1OC	11	4	-1	.	0	.	7	1
CN(C)S(=O)(=O)c1cccc(NC(=O)c2ccc(COc3ccccc3)cc2)c1	8	0	-6	0	4	9	2	-1
O=C(Nc1nccs1)c1ccccn1	-34	.	.	0	-2	-44	-128	.
COc1ccc(NC(=O)Nc2ccc3c(c2)C(=O)N([C@H](C)CO)C[C@H](C)[C@H](CN(C)C(=O)C2CCCCC2)OCCCC[C@@H](C)O3)cc1	8	3	-5[16.7 µM]	-2	.	-13	1	6
CN(C)CCNc1nc(-c2ccccc2F)c2sccc2n1	-1	-5	-7	-28	-2	3	3	0
O=C(N/N=C/c1c(Cl)[nH]c2ccccc12)c1ccc2c(c1)OCCO2	-55	0	-2	2	3	-56	-66	-4
CCOC(=O)Cc1nn(C(C)C)c(=O)c2ccccc12	4	3	5	0	10	0	7	0
S=C(Nc1ccccc1)Nc1ccc(Br)cn1	-3	.	.	-4	-31	-15	-26	.
CO[C@H]1CN(C)C(=O)c2cc(NS(=O)(=O)c3ccccc3)ccc2OC[C@H](C)N(Cc2ccccn2)C[C@@H]1C	8	-14	-5[16.7 µM]	4	1	2	.	10
CCOC(=O)c1c(-c2ccc(C)cc2)csc1NC(=O)CCN1CC(C)OC(C)C1 (configuration not stated)	19	4	-2	-5	-4	12	-9	11
Cc1cccc(CC(C)NC(=O)c2cc(COc3ccc(C)c(C)c3)on2)n1 (configuration not stated)	-36	-4	-6	-1	2	-43	-102	-1
CCOC1=C2CN(S(=O)(=O)c3ccc(C)cc3)C(c3ccccc3)CC2N(S(=O)(=O)c2ccccc2Cl)C(c2ccccc2)C1 (configuration not stated)	-12	.	.	-2	-4	2	15	.
CS(=O)(=O)N1CCN(c2ncnc3c2cnn3-c2ccccc2)CC1	-44	.	.	-2	.	-21	-62	.
O=C(CC(CC(=O)c1ccc(Br)cc1)c1cccnc1)c1ccc(Br)cc1	-12	?	-8	-2	10	7	-16	0
COc1ccc(-n2nc(C(=O)NCC(=O)NCCCN3CCN(C)CC3)c3ccccc3c2=O)cc1OC	-10	.	.	-39	2	5	4	4
Cc1cccc(NC(=O)c2nc[nH]c2C(=O)NCC(=O)OCc2ccccc2)c1	.	2	-4	-1	-7	-11	-12	0
C=CC[C@H](CC(=O)NCCO)C(=O)N[C@@H](COC(=O)[C@@H](CC=C)CC(=O)OC(C)(C)C)Cc1c[nH]c2ccccc12	-2	.	3	0	5	-6	3	12
COc1ccc(S(=O)(=O)N2CCC(C(=O)Nc3ccc(F)cc3)CC2)c2cccnc12	15	-35	-1	1	10	-4	12	-3
CCOC(=O)c1c(S(=O)(=O)N2CCN(c3ccc(F)cc3)CC2)c(C)n(C)c1C	4	5	26	5	-4	-1	1	.
Cc1ccc(NC(=O)C(OC(=O)c2ccc(F)cc2)c2ccccc2)cc1Cl (configuration not stated)	-24	-1	137*	-1	-1	-27	-34	0
C=CCn1c(N)cc(=O)nc1SCC(=O)Nc1cccc2ccccc12	.	24	3	.	-3	.	.	-2
COc1nc(Nc2cccc(C(F)(F)F)c2)nc(OC)n1	.	.	4	.	-7	.	-50	1
O=C(Nc1c(-c2ccc(Cl)cc2)[nH][nH]c1=O)c1ccc(Br)cc1	15	0	-6	14	-2	0	17	-23
O=C(COC(=O)CNC(=O)c1ccc(Cl)cc1Cl)NC1CC1	.	-6	-6	-2	-5	-2	-18	3
CN(C)c1ccc(C(=O)OCC(=O)NCCCc2ccccc2)cc1	-3	0	-2	2	-8	4	11	0
CN(c1cccc(NC(=O)CN(c2cccc(Cl)c2)S(=O)(=O)c2ccccc2)c1)S(C)(=O)=O	-7	4	-4	.	4	.	6	-1
Cc1ccc(-n2[nH]c(C)c(/C=N/NC(=O)c3ccc([N+](=O)[O-])cc3)c2=O)c(C)c1	5	-3	-1	2	4	20	13	.
O=C(CC(O)c1ccccc1)Nc1ccccn1 (configuration not stated)	-15	7	.	-1	3	-5	-9	4
Cc1sc2ncn(CC(=O)N3CCN(c4ccccc4F)CC3)c(=O)c2c1S(=O)(=O)N1CCOCC1	-2	.	.	.	2	-1	14	2
COc1ccc(/C=C2/SC(=S)N(CCCC(=O)N3CCN(C)CC3)C2=O)cc1	16	.	.	-7	9	.	12	2

3 compounds out of the list, arranged by count of non-hydrogen atoms, high to low.
Structure	LGR2 inh	PGC1a acetyl inh	miR-122 sensor	CASP6 VEID inh	FN deposit inh	EWS-Fli block	PAX8 reporter	Cneo AK release
CN(c1cccc(NC(=O)CN(c2cccc(Cl)c2)S(=O)(=O)c2ccccc2)c1)S(C)(=O)=O	-7	4	-4	.	4	.	6	-1
COc1ccc(/C=C2/SC(=S)N(CCCC(=O)N3CCN(C)CC3)C2=O)cc1	16	.	.	-7	9	.	12	2
CN(C)c1ccc(C(=O)OCC(=O)NCCCc2ccccc2)cc1	-3	0	-2	2	-8	4	11	0

Later entries
Structure	LGR2 inh	PGC1a acetyl inh	miR-122 sensor	CASP6 VEID inh	FN deposit inh	EWS-Fli block	PAX8 reporter	Cneo AK release
Cc1ccc(OCc2ccc(C(=O)Nc3nccs3)o2)cc1	.	4	2	.	11	.	.	-1
C[C@H](CO)N1C[C@H](C)[C@H](CN(C)S(=O)(=O)c2cccs2)Oc2ccc(NC(=O)CCN3CCOCC3)cc2CC1=O	8	-1	35[16.7 µM]	-8	.	1	-16	18
COCCNC(=O)CN(C(=O)CCC(=O)Nc1cc(C)on1)c1cccc(C)c1C	.	1	11	.	4	.	0	-2
NC(=O)c1cccnc1Oc1ccc(Cl)cc1	.	-9	-3	0	-2	9	5	3
Cc1ccc(C)c(COC(=O)c2cc([N+](=O)[O-])ccc2N2CCOCC2)c1	-19	.	.	-1	11	17	.	0
CCCc1cc(=O)[nH]c(=S)[nH]1	-8	-4	4	2	-1	-18	-22	1
COC(=O)CSc1ncnc2scc(-c3ccccc3)c12	-6	0	-12	-2	12	4	-11	2
CNC[C@H]1OCCCC[C@H](C)Oc2ccc(NC(=O)NC3CCCCC3)cc2C(=O)N([C@@H](C)CO)C[C@@H]1C	-21	0	4[16.7 µM]	-3	.	-4	0	1
O=C(O)COCC(=O)Nc1ccc2c(c1)ncn2CCc1ccccc1	-5	3	-4	1	8	8	14	1
CCN1[C@@H]2Cn3c(ccc(C4=CCCCC4)c3=O)[C@H]1[C@@H](C(=O)NCc1ccccn1)[C@@H]2CO	-37	-6	8[16.7 µM]	3	.	4	7	52
O=C(O)C1CC=CCC1C(=O)N1CC=C(c2ccccc2)CC1 (configuration not stated)	5	5	-1	4	-2	17	-17	-7
Cc1noc(C)c1NC(=O)NCC[C@H]1CC[C@@H](NC(=O)Nc2cccc(Cl)c2)[C@H](CO)O1	-15	6	.	-193	-11	-2	-13	8
Cc1ccc(/C=C(\NC(=O)c2ccccc2)C(=O)NCCN2CCOCC2)o1	2	0	1	-3	2	-1	-6	-3
COc1ccc(C(=O)NC(C)c2ccc(-n3ccnc3)cc2)c(OC)c1 (configuration not stated)	4	7	5	-14	-4	9	-2	4
COc1cccc(C(c2c(C)[nH]n(-c3ccccc3)c2=O)c2c(C)[nH]n(-c3ccccc3)c2=O)c1OC	14	3	26	.	-2	.	-5	0
COc1ccc(S(=O)(=O)N2CCCC(C(=O)NC3CC3)C2)cc1OC (configuration not stated)	20	7	-3	0	0	0	-13	.
CSc1nc2nccc(-c3ccc(Cl)cc3)n2n1	-2	5	-4	.	.	.	.	-1
O=C(OCc1cc2ccccc2[nH]c1=O)c1ccco1	11	6	-2	5	.	2	.	-2
CC=Cc1ccc2n(c1=O)C[C@H]1[C@H](CO)[C@@H](C(=O)NCC3CC3)N(Cc3cccnc3)[C@@H]21 (mixture of isomers)	-2	.	-5[16.7 µM]	-1	.	-4	0	-2
COc1ccccc1NC(=O)Cc1nnc(SCC(=O)c2ccccc2)n1C	17	.	.	-2	5	2	4	-1
CCCC#Cc1ccc2c(c1)O[C@H](CN(C)C(C)=O)[C@H](C)CN([C@@H](C)CO)S2(=O)=O	23	2	-20[16.7 µM]	0	10	14	.	-2
Cc1noc(C)c1S(=O)(=O)N(C)C[C@@H]1Oc2c(NC(=O)C3CCOCC3)cccc2C(=O)N([C@@H](C)CO)C[C@@H]1C	11	-1	?	.	-11	4	-12	.
O=C(Nc1ccc(NC(=O)C2CCCCC2)nc1)c1ccco1	-3	-15	1	.	.	.	.	4
CCCCn1c(N)c(N(CC(C)C)C(=O)C2CC(=O)N(c3ccc(CC)cc3)C2)c(=O)[nH]c1=O (configuration not stated)	7	.	.	-2	-2	0	-29	.
O=C(O)c1ccccc1NCc1ccsc1	6	4	-5	3	7	-9	1	-3
OC(c1ccccc1)c1ncc(-c2cccc(OCc3ccccc3)c2)[nH]1 (configuration not stated)	-12	11	9	-4	1	-19	1	-2
Cc1ccc(NC(=O)c2ccc([N+](=O)[O-])s2)cc1S(=O)(=O)N1CCOCC1	14	-33	-9	0	2	38	101*	-1
CCOC(=O)CC1=CC(C)(CC(=O)OCC)C(C#N)(C#N)C(N)=C1C#N (configuration not stated)	2	-11	-5	.	.	.	.	-1
CN1C(=O)c2cc(NC(=O)c3cscn3)ccc2OC[C@H]2O[C@H](CC(=O)N3CCCCC3)CC[C@@H]21	32	-1	2[16.7 µM]	-3	0	-21	-10	-3
O=C(COC(=O)COc1ccccc1Cl)Nc1ccccc1OC(F)F	.	-38	5	.	-10	.	5	0
COc1ccc(CN(C)C[C@H]2Oc3ccc(NC(=O)C4CC4)cc3CC(=O)N([C@H](C)CO)C[C@H]2C)cc1	-4	-9	-1[16.7 µM]	1	.	-15	3	-2
Cc1ccc(C)c2c1cc(C)c1nnc(SCc3ccccn3)n12	.	0	-2	.	5	.	.	1
O=C1CN(C(=O)COc2ccc(Br)cc2)c2ccccc2N1	-1	.	.	5	.	7	-10	.
C[C@@H]1CN([C@H](C)CO)C(=O)c2cccc(NC(=O)c3cnccn3)c2O[C@@H]1CN(C)S(=O)(=O)c1cccs1	1	1	-6[16.7 µM]	0	-5	0	.	-2

Source: PubChem
